Screening data from PubChem.
PTHR1 ag: activates the human parathyroid hormone receptor PTHR1. Potency, µM (titrated, usually from 115 µM), for the others: top-dose activation, actives largely listed as activators. HEK293 GP2 PTHR1 cells, GloSensor cAMP luminescence, 1 h. AID 743266. Q03431. 410,000 compounds, 0.075% hits; further: nearly all actives have a fitted effect of over 55% in size; some results filed as inactive show a strong effect at the top dose; inactives centre near -15; many of its hits are not listed in these tables
Target sequence (Q03431 whole entry, looked up): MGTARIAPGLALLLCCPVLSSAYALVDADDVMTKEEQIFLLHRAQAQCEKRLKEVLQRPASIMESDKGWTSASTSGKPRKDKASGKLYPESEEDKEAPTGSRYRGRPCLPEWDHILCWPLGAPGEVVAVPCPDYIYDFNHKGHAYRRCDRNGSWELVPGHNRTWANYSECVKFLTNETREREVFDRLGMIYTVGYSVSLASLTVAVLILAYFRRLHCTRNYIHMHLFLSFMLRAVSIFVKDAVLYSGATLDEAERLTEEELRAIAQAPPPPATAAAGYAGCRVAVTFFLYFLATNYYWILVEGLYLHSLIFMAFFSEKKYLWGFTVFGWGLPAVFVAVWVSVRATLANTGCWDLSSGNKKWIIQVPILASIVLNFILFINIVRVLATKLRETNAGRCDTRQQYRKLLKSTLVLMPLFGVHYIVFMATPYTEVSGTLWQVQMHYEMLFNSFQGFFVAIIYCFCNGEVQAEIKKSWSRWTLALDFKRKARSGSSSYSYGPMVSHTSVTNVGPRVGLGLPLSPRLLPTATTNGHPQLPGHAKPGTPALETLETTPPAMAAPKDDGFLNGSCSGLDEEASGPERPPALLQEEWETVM
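HEK-293-derived GP2 cells expressing PTHR1 and a GloSensor cAMP reporter, 3,000/well, plated overnight, given luciferin plus IBMX (each 0.5 mM as added) for 1 h at 37 °C, then compound for 1 h at 37 °C. Luminescence was read after 15 min at room temperature.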
TDP43 rescue: inhibitors of TDP-43 toxicity in yeast | 410,000 compounds, 1.8% hits | AID 652104 | TDP-43 expressing yeast growth rescue, BacTiter-Glo, 24 h | Potency, µM (doses to about 46.1 µM), for inactives: top-dose growth rescue (activation), actives largely listed as activators; further: % of control where 0% means no effect; nearly all actives have a fitted effect of over 50% in size
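Galactose-induced TDP-43 yeast, OD600=0.02, compound pinned; 24 hr, 30 deg C; BacTiter-Glo luminescence for growth. Inhibitors of TDP-43 toxicity read as activators.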
FUS suppressor: FUS proteinopathy suppression in yeast; S. cerevisiae FUS-expressing, growth rescue, OD600, 24 h; Potency, µM (highest dose often 76.6 µM), for the others: at the top dose growth rescue (activation), actives largely listed as activators; 390,000 compounds, 0.24% hits; AID 1347120;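 further: plate controls were DMSO vehicle for no effect and reference control for full effect; nearly all actives have a fitted effect of over 55% in size; some results filed as inactive show a strong effect at the top dose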
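Yeast expressing FUS under galactose induction, OD 0.005 in 2% galactose medium; compounds in a dilution series, 24 h at 30C. Growth rescue by absorbance at 600 nm; CP55940 positive control, DMSO negative.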
Starred values were filed as active, the others as inactive; i = inactive; ? = inconclusive; [ ] = remark or other dose. The call rests on the fitted dose curve; in most records, active means well fitted curve in the direction sought with a large enough effect; inconclusive means small, poorly fitted or top-dose-only effect, or another doubt; inactive means no such curve, though single readings can be large; an effect the other way counts as inactive or inconclusive. Potency means the concentration at half of the fitted maximal effect.

The first 11 entries as a preview:
SMILES	PTHR1 ag	TDP43 rescue	FUS suppressor
Cc1ccc(NC(=O)Cn2c(=O)n(Cc3ccco3)c(=O)c3sc4ccccc4c32)c(C)c1	-3%	7%	-21%
COc1ccc(NC(=O)C2CCN(S(=O)(=O)c3c(C)noc3/C=C/c3cccs3)CC2)cc1	-8%	18%	-3%
COc1cc(C2CC(=O)Nc3ccc4ccccc4c32)ccc1OC(=O)C(C)C (stereo not drawn)	-18%	18%	-5%
COCCCNS(=O)(=O)c1ccc(N2CCCCS2(=O)=O)cc1	-4%	20%[9.22 µM]	-26%
COc1ccccc1OCCn1c(NC(=O)c2ccc(Cl)cc2)nc2ccccc21	0%	16%	-8%
CCN(c1ncnc2c1cnn2-c1cc(Cl)ccc1C)C1CCCCC1	-70%[inhibitor]	-10%	-26%
Cc1cc2oc(C(=O)Nc3ccc(S(N)(=O)=O)cc3)cc(=O)c2cc1C	i	0%	0%
COc1ccc(N2CCN(C(CNS(=O)(=O)c3c(C)cc(C)cc3C)c3ccco3)CC2)cc1 (stereo not drawn)	i	18%	3%
COc1cccc(Nc2sc(C(=O)c3ccc(Cl)cc3)c(N)c2C(=O)NCCc2ccc(OC)c(OC)c2)c1	-33%[inhibitor]	6%	?
COc1cccc(N2CCN(S(=O)(=O)c3ccc4c(c3)CCCN4C(C)=O)CC2)c1	i	15%	-9%
COC(=O)c1ccccc1NC(=O)c1cnc2c(-c3cccc(C)c3)c(C)nn2c1C	18%	30%	-7%

The whole of this part (from the top)
SMILES	PTHR1 ag	TDP43 rescue	FUS suppressor
Cc1ccc(NC(=O)Cn2c(=O)n(Cc3ccco3)c(=O)c3sc4ccccc4c32)c(C)c1	-3%	7%	-21%
COc1ccc(NC(=O)C2CCN(S(=O)(=O)c3c(C)noc3/C=C/c3cccs3)CC2)cc1	-8%	18%	-3%
COc1cc(C2CC(=O)Nc3ccc4ccccc4c32)ccc1OC(=O)C(C)C (stereo not drawn)	-18%	18%	-5%
COCCCNS(=O)(=O)c1ccc(N2CCCCS2(=O)=O)cc1	-4%	20%[9.22 µM]	-26%
COc1ccccc1OCCn1c(NC(=O)c2ccc(Cl)cc2)nc2ccccc21	0%	16%	-8%
CCN(c1ncnc2c1cnn2-c1cc(Cl)ccc1C)C1CCCCC1	-70%[inhibitor]	-10%	-26%
Cc1cc2oc(C(=O)Nc3ccc(S(N)(=O)=O)cc3)cc(=O)c2cc1C	i	0%	0%
COc1ccc(N2CCN(C(CNS(=O)(=O)c3c(C)cc(C)cc3C)c3ccco3)CC2)cc1 (stereo not drawn)	i	18%	3%
COc1cccc(Nc2sc(C(=O)c3ccc(Cl)cc3)c(N)c2C(=O)NCCc2ccc(OC)c(OC)c2)c1	-33%[inhibitor]	6%	?
COc1cccc(N2CCN(S(=O)(=O)c3ccc4c(c3)CCCN4C(C)=O)CC2)c1	i	15%	-9%
COC(=O)c1ccccc1NC(=O)c1cnc2c(-c3cccc(C)c3)c(C)nn2c1C	18%	30%	-7%
O=C(NCc1ccc2c(c1)CCN2C(=O)c1ccc(Cl)cc1)c1ccco1	?	-12%	-13%
CCOCCCn1c(=N)c(C(=O)NCc2ccccc2)cc2c(=O)n3ccccc3nc21	-3%	5%	-7%
Cc1c(C(=O)N2CCC(C)CC2)c(S(=O)(=O)Nc2ccc(OC(F)(F)F)cc2)c(C)n1C	-15%	?	39%
CCCNc1ccc(-c2nc(-c3ccco3)no2)cc1[N+](=O)[O-]	0%	13%	24%
COC(=O)c1c(C)oc2ccc(N(C(=O)c3ccncc3)S(=O)(=O)c3ccc(Br)cc3)cc12	-23%	?	?
Cc1ccc(NC(=O)Cn2c(=O)n(Cc3nc(C)no3)c(=O)c3cc4c(cc32)OCO4)c(C)c1	i	27%	-5%
Cc1ccc(C)c(NC(=O)Cn2c(=O)n(Cc3ccccc3)c(=O)c3oc4ccccc4c32)c1	i	15%	-9%
CSc1cccc(NC(=O)Cn2c3ncccc3c(=O)n2-c2ccc(C)cc2)c1	-12%	6%	7%
COC(=O)c1ccc(NC(=O)CC2C(=O)N(c3cccc(C)c3)C(=O)N2C2CCCC2)cc1 (stereo not drawn)	?	-8%	43%
Cc1cc2c(cc1NC(=O)c1ccccc1Cl)n(C)c(=O)c(=O)n2C	-24%	-1%	16%
CC1CCN(S(=O)(=O)c2ccc(C(=O)Nc3sc4c(c3C(N)=O)CC(C)(C)NC4(C)C)cc2)CC1	i	8%	37%
COc1ccc(-c2ccc(NS(=O)(=O)c3cc(C)c(C)cc3C)cc2)nn1	-12%	18µM*	?
COc1ccc(N2CCN(Cc3nc4c(c(=O)[nH]c(=O)n4C)n3Cc3ccccc3C)CC2)cc1	30%	-20%	-3%
N=c1n(CCO)c2ccccc2n1Cc1ccccc1F	-20%	19%[9.22 µM]	11%

The list continues:
SMILES	PTHR1 ag	TDP43 rescue	FUS suppressor
Cc1ccc(C)c(OCc2nc3ccccc3n2C)c1	-13%	22%	-8%
CC(C)(C)c1ccc(-c2noc(CCC(=O)Nc3cccc(Cl)c3)n2)cc1	-8%	11%	2%
CC(C)Oc1ccc(CNC(=O)c2ccc(NC(=O)c3nsc4ccccc34)cc2)cc1	i	?	-2%
Cc1ccccc1Cn1c2ccccc2c2cnn(CC(=O)NCc3cccc(Cl)c3)c(=O)c21	-1%	0%	-6%
CC(C)CCNC(=O)Nc1ccc2c(c1)N(Cc1ccccc1)C(=O)c1ccccc1S2	-9%	11%	25%
CN(C)c1ccc(CNc2nc(-c3ccco3)nn2S(=O)(=O)c2ccc3ccccc3c2)cc1	i	9%	?
O=C(c1ccccc1Cl)N1CCCCC1CCN1CCOCC1 (stereo not drawn)	?	-3%	14%
Cc1ccccc1Cn1c(C(=O)O)c(CNCc2cccc(F)c2)c2ccccc21	-11%	8%	4%
O=C(NCCc1ccccc1)c1ccc2nc(N3CCCCC3)sc2c1	i	17%	-14%
CCOC(=O)C1CCC(CN(Cc2cccc(Br)c2)S(=O)(=O)c2ccc(Cl)cc2)CC1 (stereo not drawn)	28%	-28%	28%
Cc1ccc2c(c1)N(C(=O)CCC(=O)NCc1ccccc1Cl)CC(C)O2 (stereo not drawn)	1%	6%	1%
O=C(NCC(c1cccs1)S(=O)(=O)c1ccccc1)c1ccc(C(F)(F)F)cc1 (stereo not drawn)	-88%[inhibitor]	-4%	0%
Cc1ccc(NC(=O)CN2C(=O)CC(c3ccc(F)cc3)=Nc3ccccc32)cc1F	?	7%	-2%
Cc1cc2oc(=O)cc(C)c2c2occ(-c3ccc(Cl)cc3)c12	-17%	14%	-15%
O=C(NCc1ccccc1Cl)C(=O)NCC(c1ccco1)S(=O)(=O)c1cccs1 (stereo not drawn)	-38%[inhibitor]	15%	-9%
CCOC(=O)CCCCN(Cc1ccccc1F)S(=O)(=O)c1ccc(F)c(C(=O)Nc2cc(Cl)cc(Cl)c2)c1	i	11%	35%
COc1ccc(OC)c(CCNC(=O)CS(=O)(=O)Cc2nc(-c3cccc(Cl)c3)oc2C)c1	-23%	21%	41%
CCc1ccc(NC(=O)CSc2nnc(-c3cc4occc4n3C)n2-c2ccccc2C)cc1	i	15%	31%
Cn1c(=O)c2c(-c3cccc(Br)c3)n(CCO)cc2n(C)c1=O	i	16%	-3%
CCN1CCN(CCCNC(=O)c2ccc3c(c2)sc2nc(-c4ccc(OC)cc4)cn23)CC1	i	-44%[inhibitor]	17%
CCc1cccc(NC(=O)CN2Cc3ccccc3C2=O)c1	i	8%	-18%
COc1ccc(C(=O)N2CCCCC2CCN2CCOCC2)cc1 (stereo not drawn)	i	17%	4%
CCc1ccc(S(=O)(=O)c2cn(Cc3ccccc3F)c3cc(OC)c(OC)cc3c2=O)cc1	i	18%	?
O=C(Nc1ccc(N2CCC(N3CCCCC3)CC2)c(C(=O)O)c1)c1ccccc1	i	-1%	13%
COc1ccc(-n2nc(C(=O)Nc3cc(C)c(Cl)cc3OC)c3c4ccccc4n(C)c3c2=O)cc1	i	0%	-23%

Carrying on.
SMILES	PTHR1 ag	TDP43 rescue	FUS suppressor
CC1=C(C(=O)Nc2ccc(Cl)cc2)C(C(C)C)n2nc(SCc3ccc(Cl)cc3)nc2N1 (stereo not drawn)	i	11%	-37%
Cc1nc(N2CCOCC2)c2c(C(=O)N(C)Cc3ccccc3)c(C)oc2n1	-1%	11%	-1%
COc1ccc(N(Cc2cc3cc(OC)ccc3[nH]c2=O)C(=O)c2cccc(Cl)c2)cc1	-18%	24%	0%
CC(C)CSc1ccccc1NC(=O)c1sc2nc(-c3ccncc3)ccc2c1N	i	10%	-18%
Cc1nc(C)c(-c2ccc(SCC(=O)Nc3ccc(C)c(F)c3)nn2)s1	-33%[inhibitor]	14%	2%
COc1ccc(S(=O)(=O)NCC(c2ccc(N(C)C)cc2)N2CCOCC2)cc1 (stereo not drawn)	-9%	2%	-20%
COc1ccc(N2CC(NC(=O)c3ccc4c(c3)OCO4)CC2=O)cc1OC (stereo not drawn)	-5%	0%	-6%
COc1ccccc1N1CCN(CC(O)COc2ccc(Cl)c(C)c2)CC1 (stereo not drawn)	i	3%	4%
COc1ccc(NC(=O)CSc2nc(-c3ccc(F)cc3)[nH]c2-c2ccc(C)cc2)cc1OC	i	5%	31%
O=C(NC1CC(=O)N(c2cccc(F)c2)C1)C1CCCCC1 (stereo not drawn)	-2%	-2%	6%
Cc1ccc(C)c(CSc2nnc3[nH]c(=O)cc(-c4ccccc4)n23)c1	i	19%	-6%
Cc1ccc(C(=O)Nc2ccc3[nH]c(=O)c(=O)[nH]c3c2)cc1	-7%	0%	-5%
Cc1cccc(NC(=O)C2CCN(c3nnc(-n4c(C)ccc4C)s3)CC2)c1C	i	5%	42%
CCC(CC)C(=O)N1CCc2cc(OC)c(OC)cc2C1COc1ccc2c(C)cc(=O)oc2c1 (stereo not drawn)	i	4%	-28%
CCOc1ccc(Nc2c(S(=O)(=O)c3ccccc3)cnc3ccc(CC)cc23)cc1	-17%	0%	35%
Cc1ccc(CNC(=O)C(=O)NCC(c2cccs2)S(=O)(=O)c2ccccc2)cc1 (stereo not drawn)	-5%	13%	0%
COc1ccc(-c2nn(C)c3sc(C(=O)Nc4cccc(F)c4)cc23)cc1OC	?	?	?
Cc1oc2ccc(O)c(CN3CCN(C)CC3)c2c1C(=O)Nc1ccc(C(C)C)cc1	-5%	2%	3%
Cc1cn(C)c(CC(=O)Nc2ccc(F)cc2Cl)c1C(=O)O	-7%	5%	?
Cc1c(Cl)cccc1NC(=O)Cn1c(=O)n(Cc2nc(-c3ccccc3)no2)c(=O)c2cc3c(cc21)OCO3	-34%[inhibitor]	1%	-2%
O=C(OCc1cc(=O)n2nc(-c3cccs3)sc2n1)c1cccc(Cl)c1	i	8%	9%
COC(=O)c1sc(N2C(=O)c3oc4cc(C)c(C)cc4c(=O)c3C2c2ccccc2F)nc1C (stereo not drawn)	i	7%	1%
COc1cccc(CN2C(=O)c3ccccc3Sc3ccc(C(=O)N(C)Cc4ccccc4)cc32)c1	-3%	21%	?
Cc1cccc(NC(=O)c2ccc3nc(CCc4ccccc4)oc3c2)c1C	-45%[inhibitor]	16%	-1%
Cc1ccc2cc3cc(C(=O)N(C)c4ccccc4C)oc3nc2c1	-39%[inhibitor]	23%	3%

More records follow:
SMILES	PTHR1 ag	TDP43 rescue	FUS suppressor
O=c1c(S(=O)(=O)c2ccccc2)cn(Cc2ccc(F)cc2)c2cc(N3CCCC3)c(F)cc12	?	11%	8%
CCOC(=O)CN1C(C(=O)c2ccccc2)=C(OC(=O)c2ccccc2)c2ccccc2S1(=O)=O	-14%	9%	?
CCc1ccc(CNC(=O)c2cccc(-n3c(C)nc4cccnc43)c2)cc1	-27%	14%	21%
CCCCNC(=O)C1CCCN(S(=O)(=O)CCC)C1 (stereo not drawn)	-23%	15%	-9%
Cc1ccc(C)c(NC(=O)Cn2c(SCC(=O)NCc3ccccc3)nc3ccccc32)c1	-2%	10%	10%
Cc1ccc(CCNC(=O)C2CCN(c3nnc(C)c4c(C)n(-c5ccccc5)nc34)CC2)cc1	-1%	-4%	11%
COc1ccc(-c2c(C)c3ccc(O)c(CN4CCCC(C)C4)c3oc2=O)cc1OC (stereo not drawn)	i	9%[9.22 µM]	-1%
CCOC(=O)N1CCC(NC(=O)c2ccc3c(c2)N(Cc2cc(C)ccc2C)C(=O)c2ccccc2S3=O)CC1 (stereo not drawn)	-43%	2%	?
O=C(CCC(=O)N1Cc2ccccc2Oc2ncccc21)Nc1ccc(Cl)cc1	?	-15%[9.22 µM]	18%
COCCCNC(=O)CSc1nc2c(sc3ccccc32)c(=O)n1CCc1ccccc1	i	9%	-4%
O=C(NCCc1ccccc1)c1ccc(Cn2c(SCc3cccc(F)c3)nc3cccnc32)cc1	-51%[inhibitor]	9%	?
Cc1ccc(-n2ncc(C(=O)NCCCN3CCCCC3)c2C2CCN(C(=O)OC(C)(C)C)CC2)c(C)c1	-23%	4%	25%

This is a subset. The share of hits here may be higher or lower than overall.
